Screens from PubChem BioAssay.
TRb-SRC2 inh: qHTS for Inhibitors of the Interaction of Thyroid Hormone Receptor and Steroid Receptor Coregulator 2; TRbeta-SRC2 peptide binding, fluorescence polarization; receptor liganded with 1 µM T3; Thyroid hormone receptor beta (Homo sapiens), P10828; Potency, µM (titrated, usually from 106 µM), without a hit: at the highest dose activity change, negative = inhibition, usual class: inhibitors; hit rate 0.065% among 280,000;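 note: plate controls were bound peptide for no effect and peptide without receptor for full effect; nearly all actives have a fitted effect of over 50% in size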
Target sequence (P10828 whole entry, looked up): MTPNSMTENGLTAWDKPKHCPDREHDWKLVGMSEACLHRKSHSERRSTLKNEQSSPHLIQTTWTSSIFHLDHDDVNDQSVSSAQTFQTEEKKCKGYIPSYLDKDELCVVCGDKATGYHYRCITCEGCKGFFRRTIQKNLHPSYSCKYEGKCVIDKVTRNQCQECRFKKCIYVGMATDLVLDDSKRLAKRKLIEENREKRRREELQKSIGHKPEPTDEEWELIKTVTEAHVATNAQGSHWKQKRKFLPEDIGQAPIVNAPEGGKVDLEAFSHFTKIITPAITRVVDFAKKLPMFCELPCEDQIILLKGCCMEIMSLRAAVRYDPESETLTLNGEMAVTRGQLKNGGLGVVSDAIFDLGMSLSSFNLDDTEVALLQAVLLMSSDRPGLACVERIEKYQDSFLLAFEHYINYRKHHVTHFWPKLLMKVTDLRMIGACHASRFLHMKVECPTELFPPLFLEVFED
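Quantitative HTS by FP: 0.6 uM TRb LBD, 20 nM labeled SRC2 20-mer, 1 uM T3, 5% DMSO; 5 hr ambient incubation; % activity per concentration and potencies from concentration series.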
TexasRed fluor: Total Fluorescence Counterscreen for Inhibitors of the Interaction of Thyroid Hormone Receptor and Steroid Receptor Coregulator 2; TRb/SRC2 Texas Red total fluorescence interference; Potency, µM (doses to about 106 µM), inactives show at the highest dose fluorescence change, negative = quenching; hit rate 0.29% among 280,000; active = well fitted curve in either direction with a large enough effect; inconclusive = small, poorly fitted or top-dose-only effect; note: % is set by controls: 0 for no effect and ±100 for the full control effect
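Flags fluorescent or light-absorbing compounds by total fluorescence, S + 2P, at 555 nm excitation and 632 nm emission. Mixture: 20 nM Texas Red SRC2 peptide, 0.6 uM human TRb LBD, 1 uM T3, 5% DMSO; compound exposure 5 h at ambient temperature.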
Tau fluor counter: Counterscreen qHTS for Inhibitors of Tau Fibril Formation, Fluorescence Polarization; tau K18 P301L Alexa594 fluorescence, heparin fibrillization; Potency, µM (highest dose often 57.7 µM), for inactives: at the top dose activity change, negative = decrease; hit rate 0.93% among 280,000; note: % is set by controls: 0 for no effect and ±100 for the full control effect; nearly all actives have a fitted effect of over 55% in size
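Human K18 P301L tau (15 uM unlabeled plus 0.24 uM Alexa 594-labeled, final) in 100 mM sodium acetate pH 7 was mixed with compound and 20 uM heparin and incubated 6 hr at 37 C.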
Tau ThT inhib: qHTS for Inhibitors of Tau Fibril Formation, Thioflavin T Binding | recombinant tau K18 P301L (four-repeat tau fragment), heparin-induced fibrillization, ThT fluorescence | Potency, µM (highest dose often 57.4 µM), for the others: at the highest dose activity, negative = inhibition, actives largely listed as inhibitors | hit rate 2.1% among 270,000 | AID 1460, 2008; note: % is set by controls: 0 for no effect and ±100 for the full control effect; nearly all actives have a fitted effect of over 55% in size
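Heparin-induced (20 uM) aggregation of recombinant human K18 P301L tau, 15 uM unlabeled with 0.24 uM labeled, pH 7 acetate buffer, 6 hr at 37 C with compound. Fibrils quantified by 30 uM ThT fluorescence after 1 hr ambient incubation.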
L3MBTL1 block: qHTS Assay for the Inhibitors of L3MBTL1; Lethal(3)malignant brain tumor-like protein 1 (Homo sapiens), Q9Y468; AlphaScreen L3MBTL1–H3K9me1 peptide binding; Potency, µM (titrated, usually from 57.1 µM), without a hit: at the top dose activity, negative = inhibition, hits mostly inhibitors; hit rate 0.66% among 230,000; AID 485360, 2010; note: % is set by controls: 0 for no effect and ±100 for the full control effect; nearly all actives have a fitted effect of over 60% in size
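AlphaScreen assay: L3MBTL1 (50 nM final) was preincubated 30 min at room temperature with biotinylated H3(1-15)K9me1 peptide (75 nM final), then 30 min with library compounds; streptavidin donor and nickel chelate acceptor beads (10 ug/mL final) added, 30 min dark.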
RECQ1 inh: qHTS Assay for Inhibitors of RecQ-Like Dna Helicase 1 (RECQ1); Potency, µM (highest dose often 57.3 µM), without a hit: at the top dose activity, negative = inhibition, most hits filed as inhibitors; hit rate 0.54% among 240,000; RECQ1 DNA unwinding, red fluorescence kinetic read; ATP-dependent DNA helicase Q1 (Homo sapiens), P46063;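 note: plate controls were vehicle for no effect and no enzyme for full effect; nearly all actives have a fitted effect of over 30% in size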
Target sequence (P46063 whole entry, looked up): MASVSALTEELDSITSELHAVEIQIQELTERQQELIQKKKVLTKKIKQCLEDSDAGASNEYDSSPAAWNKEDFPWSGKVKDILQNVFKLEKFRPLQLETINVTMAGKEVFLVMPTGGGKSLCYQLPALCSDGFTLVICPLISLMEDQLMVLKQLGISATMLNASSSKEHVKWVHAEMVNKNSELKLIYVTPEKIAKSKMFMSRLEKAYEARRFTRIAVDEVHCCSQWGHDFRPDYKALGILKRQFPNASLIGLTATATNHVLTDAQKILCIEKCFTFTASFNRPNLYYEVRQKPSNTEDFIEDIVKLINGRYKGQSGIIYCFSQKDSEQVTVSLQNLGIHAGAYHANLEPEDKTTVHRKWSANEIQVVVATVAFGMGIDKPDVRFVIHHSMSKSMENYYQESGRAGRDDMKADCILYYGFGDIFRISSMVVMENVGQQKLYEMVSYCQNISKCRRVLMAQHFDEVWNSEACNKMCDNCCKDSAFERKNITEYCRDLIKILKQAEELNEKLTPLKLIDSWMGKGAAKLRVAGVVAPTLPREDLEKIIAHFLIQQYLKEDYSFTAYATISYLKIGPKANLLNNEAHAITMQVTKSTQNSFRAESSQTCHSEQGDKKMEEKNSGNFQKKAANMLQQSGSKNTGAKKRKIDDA
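50 nM RECQ1T1 preincubated 15 min with compound in Tris pH 8.0 buffer with MgCl2, DTT, Tween-20 and 2.5 ug/ml poly(dI-dC); started with 200 nM TAMRA/BHQ-2 forked duplex and 2 mM ATP. Unwinding read as fluorescence (525/598 nm), two reads 2 h apart.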
HTT ATP protect: qHTS Multiplex Assay to Identify Dual Action Probes in a Cell Model of Huntington: Cytoprotection (ATP) | hit rate 0.14% among 230,000 | Potency, µM (highest dose often 56.4 µM), inactives show cytoprotection (ATP increase), actives largely listed as activators | PC12 HTT-Q103 induced, cytoprotection, ATP luminescence, 40 h;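 note: % of control where 0% means no effect; nearly all actives have a fitted effect of over 45% in size; toxic huntingtin expression switched on by the ecdysone agonist tebufenozide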
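Huntington model: PC12 line, ecdysone-inducible HTTQ103 exon1–GFP, tebufenozide 100 nM. Test articles in a dose series. Endpoint luminescence from cellular ATP.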
Tau fibril FP: qHTS for Inhibitors of Tau Fibril Formation, Fluorescence Polarization | Microtubule-associated protein tau (Homo sapiens), P10636 | K18 P301L tau heparin fibrillization, Alexa594 FP, 6 h | Potency, µM (top dose mostly 57.7 µM), inactives show top-dose activity, negative = inhibition, usual class: inhibitors | hit rate 0.39% among 280,000 | AID 1468, 2008; note: % is set by controls: 0 for no effect and ±100 for the full control effect; nearly all actives have a fitted effect of over 55% in size
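Human tau K18 […] P301L fragment, 15 uM unlabeled plus 0.24 uM Alexa 594-labeled tau (final), with compound and 20 uM heparin in 100 mM sodium acetate pH 7; 6 hr at 37 C, then Alexa 594 FP read.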
* hit, by the source's call; i = inactive; u = inconclusive; x = no result given; [ ] = dose if it differs, or a comment. Unless noted, calls come from the whole dose curve; as a rule, active = well fitted curve in the direction sought with a large enough effect; inconclusive = small, poorly fitted or top-dose-only effect, or another doubt; inactive = no such curve, though single readings can be large; an effect the other way counts as inactive or inconclusive. Potency is the fitted concentration of half-maximal effect. The list is partial, so the mix of outcomes need not match the whole.

SMILES | TRb-SRC2 inh | TexasRed fluor | Tau fluor counter | Tau ThT inhib | L3MBTL1 block | RECQ1 inh | HTT ATP protect | Tau fibril FP
CN(C)C(=O)c1cnc(Sc2ncc(C(F)(F)F)cc2Cl)n1C | -7% | -7% | -8% | -3% | x | -11% | -2% | 7%
COc1ccc(OCC(=O)N2CCN(C(=O)c3ccco3)CC2)cc1 | 10% | 1% | -8% | -6% | -7% | -11% | -11% | 0%
COc1ccc(Cl)cc1NC(=O)CN1CCC(n2nnc3ccccc32)CC1 | -3% | 1% | 5% | -1% | 8% | i | 2%[10 µM] | 6%
CCOc1ccc(-n2c(=O)cc(N3CCN(c4ccc(F)cc4)CC3)[nH]c2=O)cc1 | 0% | -7% | 3% | -14% | 0% | 15% | -12% | 11%
Cc1cc(C)nc(SCC(=O)Nn2cnnc2)n1 | -5% | 0% | -2% | -3% | 2% | -1% | 0% | 2%
CCN(Cc1ccccc1)C(=O)Cn1c(=O)n(CC(=O)NCc2ccco2)c(=O)c2sccc21 | -9% | -1% | -15% | -8% | 8% | -15% | -28% | -17%
CCc1ccccc1NC(=O)Cn1nnc(C(=O)NCc2cccc(OC)c2)c1N | 4% | -2% | -11% | -9% | x | x | x | -14%
CCc1ccccc1N1CC(c2nnc(NC(=O)c3ccco3)s2)CC1=O (configuration not stated) | -3% | 2% | -7% | -11% | x | x | x | 1%
O=C(Nc1ccc2oc(-c3ccncc3)nc2c1)c1ccc2c(c1)OCO2 | 6% | 0% | -3% | u | x | -18% | 14%[10 µM] | -4%
CCOC(=O)C1=C(CN2CCN(c3cc(C)ccc3C)CC2)NC(=O)NC1c1ccccc1 (configuration not stated) | 4% | -5% | -16% | -15% | x | x | x | 1%
Cc1ccccc1-n1c(O)c(C=NC2CCS(=O)(=O)C2)c2ccccc2c1=O (configuration not stated) | 9% | 1% | -3% | -4% | 4% | -2% | -3%[10 µM] | 1%
Cc1ccc(NC(=O)c2cnc(SCC(=O)N3CCOCC3)n(C)c2=O)cc1 | -1% | -1% | -13% | u | x | x | x | -8%
CCOC(=O)C1CCCN(S(=O)(=O)c2cc(-c3onc(C)c3C)ccc2OC)C1 (configuration not stated) | 3% | 1% | -15% | 3% | x | x | x | -1%
O=C(NCc1ccco1)c1cc2sccc2n1Cc1ccccc1 | 4% | 0% | u | -16% | -14% | -4% | 6%[10 µM] | 2%
CCOC(=O)C1(C)Oc2cccnc2NC1=O (configuration not stated) | -5% | -2% | -4% | -8% | 13% | -15% | -14% | -5%
COc1ccc(CCNc2nc(-c3ccncc3)cs2)cc1OC | -2% | -1% | -4% | x | x | i | 14%[10 µM] | -1%
CCOC(=O)N1CCN(c2nc(-c3ccc(Cl)cc3)cs2)CC1 | -2% | 0% | -13% | u | -5% | -3% | -2%[1.9 µM] | 3%
COc1ccccc1-n1cnc2cc(NC(C)=O)ccc21 | -12% | -3% | 11% | 3% | x | -7% | -24%[0.074 µM] | 6%
Cc1cccc(-n2c(SCC(=O)N3CC(=O)Nc4ccccc43)nc3ccccc3c2=O)c1 | -2% | 1% | -10% | -10% | -1% | i | 3% | 8%
Cc1nc(N2CCOCC2)c2c(C(=O)NCCc3ccccc3)c(C)oc2n1 | -3% | u | -5% | -5% | x | x | x | -7%
Cc1cc(C)cc(N(C(C)C(=O)NCc2ccc3c(c2)OCO3)S(C)(=O)=O)c1 (configuration not stated) | 1% | 1% | 2% | 1% | 2% | 21% | -32%[inhibitor] | -7%
CCOC(=O)c1cnc2cc(Cl)c(OC)cc2c1Nc1ccc(Br)cc1C | 2% | u | -11% | u | x | x | x | -4%
CC1CCN(S(=O)(=O)c2ccc3ncn(CC(=O)Nc4ccccc4C(F)(F)F)c(=O)c3c2)CC1 | 3% | -1% | u | 1% | x | x | x | -10%
CCOc1cc(/C=C2/NC(=S)NC2=O)ccc1OCc1ccc([N+](=O)[O-])cc1 | -23% | -1% | -17% | u | -2% | u | -34%[10 µM] | -1%
CCN(Cc1nc2cc(OC)c(OC)cc2c(=O)[nH]1)C(=O)c1ccc(S(=O)(=O)N(C)C)cc1 | 2% | 1% | -5% | -4% | 4% | -11% | -13% | -8%
CC(NC(=O)CSc1n[nH]c(=O)[nH]c1=O)C1CC2CCC1C2 (configuration not stated) | 0% | -1% | -10% | -2% | 4% | i | 26%[10 µM] | 4%
CCn1ccc2cc(S(=O)(=O)N3CCC(C(=O)NCCc4ccccc4)CC3)ccc21 | -1% | -2% | -20% | -8% | x | x | x | -4%
CCCCSc1nnc2[nH]c(=O)cc(C)n12 | -2% | -1% | -12% | -6% | x | x | x | -14%
O=C(N=Nc1c(O)[nH]c2ccc(F)cc12)C1COc2ccccc2O1 (configuration not stated) | -4% | -2% | -19% | u | 2% | u | -12%[10 µM] | -7%
CCn1c(=N)n(CC(=O)c2cccc([N+](=O)[O-])c2)c2ccccc21 | -2% | -2% | 5% | -15% | 8% | -4% | 13%[10 µM] | -3%
CCOC(=O)Cc1ccc(NC(=O)N2CC(C)Oc3ccc(Cl)cc32)cc1 (configuration not stated) | -6% | 0% | u | -1% | x | x | x | 8%
COC(=O)c1ccc(NC(=O)CSc2nc3ccccc3c(=O)[nH]2)cc1 | -11% | 2% | 4% | -12% | x | i | -40%[inhibitor] | -8%
Cc1cc(SCC(=O)Nc2ccc(F)cc2F)nc(=O)[nH]1 | 0% | -2% | 5% | -9% | x | x | x | 1%
COC(=O)c1ccn(Cc2ccccc2Cl)n1 | -3% | -1% | -6% | -1% | x | -8% | 2% | 1%
CC[C@H](C)[C@H](NC(N)=O)C(=O)Nc1ccc2c(c1)OCO2 | 0% | -5% | -3% | -6% | -12% | -8% | 1% | 0%
COc1ccc(NC(=O)C2C(=O)NC3(C)CC2c2ccccc2O3)cc1 (configuration not stated) | -6% | 0% | -3% | -13% | 0% | -6% | -5% | -4%
Cc1cccc(OCCOCCN2CCOCC2)c1C | 2% | -2% | 8% | -2% | x | i | -1% | 8%
Cc1cc(=O)[nH]c(SCc2nnnn2-c2ccc(Cl)cc2)n1 | -1% | 3% | -2% | -3% | 9% | -3% | -4%[10 µM] | -1%
O=C(Cn1c(-c2cscn2)nc2ccccc21)Nc1ccccc1F | -1% | -2% | 0% | 11% | 9% | i | -19% | -3%
COc1cc(NC(=O)COC(=O)CNC(=O)c2ccc(C)s2)cc(OC)c1 | -1% | -1% | -6% | -9% | x | 7% | -4% | -7%

In the list so far, these contain a thiophene ring, fused or not.
SMILES | TRb-SRC2 inh | TexasRed fluor | Tau fluor counter | Tau ThT inhib | L3MBTL1 block | RECQ1 inh | HTT ATP protect | Tau fibril FP
CCN(Cc1ccccc1)C(=O)Cn1c(=O)n(CC(=O)NCc2ccco2)c(=O)c2sccc21 | -9% | -1% | -15% | -8% | 8% | -15% | -28% | -17%
O=C(NCc1ccco1)c1cc2sccc2n1Cc1ccccc1 | 4% | 0% | u | -16% | -14% | -4% | 6%[10 µM] | 2%
COc1cc(NC(=O)COC(=O)CNC(=O)c2ccc(C)s2)cc(OC)c1 | -1% | -1% | -6% | -9% | x | 7% | -4% | -7%

Further results.
SMILES | TRb-SRC2 inh | TexasRed fluor | Tau fluor counter | Tau ThT inhib | L3MBTL1 block | RECQ1 inh | HTT ATP protect | Tau fibril FP
Cc1nn2c(NCC(C)C)c3c(nc2c1-c1ccccc1)CCC3 | -15% | 2% | -5% | -11% | 3% | i | -1% | 2%
CCOC(=O)c1cn(-c2ccc([N+](=O)[O-])cc2)c2cc(Cl)c([N+](=O)[O-])cc2c1=O | 3% | 0% | -1% | 3% | -3% | -4% | 4%[10 µM] | 0%
O=C(O)CSCc1ccc(Cl)cc1 | 2% | 1% | 3% | -1% | 8% | i | 8% | 1%
O=C(NCc1ccc(F)cc1)c1cc2cccc3c2n1CCS3 | -5% | 0% | u | -11% | x | x | x | u
CCc1ccc(CNC(=O)C2CCN(S(=O)(=O)N3CCC4(CC3)OCCO4)CC2)cc1 | 0% | 0% | -4% | -4% | x | 1% | -23% | 7%
N#Cc1c2nc3ccccc3nc2n2cc(NC(=O)c3ccc(F)cc3)ccc12 | 1%[53 µM] | -2%[53 µM] | 3% | -3% | -45% | -6% | -3%[10 µM] | 5%
Cc1cccc(N(CC(=O)N/N=C/c2cc([N+](=O)[O-])ccc2Cl)S(C)(=O)=O)c1C | -6% | -5% | u | -17% | 7% | -4% | -21% | 8%
COC(=O)CSc1ncnc2c1sc1nc(N3CCOCC3)c3c(c12)CCCC3 | -3% | -3% | -7% | -6% | 1% | -5% | -38%[inhibitor] | -1%
Cc1ccc(NC(=O)COC(=O)C2=COCCO2)cc1 | -10% | -2% | -3% | -7% | 7% | -4% | 16% | 0%
COc1ccc(NC(=O)c2ccc(-c3ccc([N+](=O)[O-])cc3)o2)cc1OC | -3% | -6% | 11µM*[quencher] | 5µM* | -14% | -14% | -1%[10 µM] | 6%
Cc1c(C(N)=O)sc2ncn(CC(=O)OC(C)C)c(=O)c12 | -8% | 0% | -2% | -17% | -3% | -2% | -8% | 5%
O=C(CN(c1ccccc1)S(=O)(=O)c1ccccc1)Nc1ccccc1C(=O)NCc1ccco1 | -3% | 7% | -28% | -3% | -6% | -5% | -4%[10 µM] | -12%
CCN(CC)c1ccc(/C=N/N2CCN(Cc3ccccc3)CC2)cc1 | -6% | -3% | u | u | x | -4% | -97%[inhibitor] | 6%
Cc1ccc(Cl)cc1N1CCN(C(=O)CSc2nnc3n2C(C)(C)Cc2ccccc2-3)CC1 | -3% | 1% | -9% | u | -5% | -8% | u | 4%
